# Screens deposited in PubChem by several laboratories.
# NOD1 NF-kB reporter: NOD1 signaling inhibitors, primary screen, cell-based, luminescence, uHTS (AID 1578) | NOD1-driven NF-kB luciferase reporter cells, luminescence; higher % means a stronger effect | inhibition, % at 4 µM; hits with a dose series show EC50 in µM | hit rate 1% among 290,000; in the data active means inhibition mostly above about 36%, no sharp cut-off; inactive means mostly below about 34%;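 further: HEK-293T reporter cells stimulated with the NOD1 agonist gamma-tri-DAP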
# GPR55 activation: GPR55 agonists via beta-arrestin recruitment, primary screen, imaging, U2OS cells, beta-arrestin-GFP redistribution (AID 1961) | G-protein coupled receptor 55 (Homo sapiens) | one-dose activation, % at 10 µM; EC50 in µM for titrated hits | hit rate 0.048% among 290,000 | U2OS GPR55 beta-arrestin-GFP redistribution imaging; higher % means a stronger effect;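 active means activation above 40% with more than 50 cells counted in the well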;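 further: U2OS osteosarcoma cells stably expressing GPR55 and beta-arrestin-GFP; plate controls were DMSO negative control for no effect and LPI positive control for full effect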
# KOR beta-arrestin-1: KOR antagonists, beta-arrestin recruitment, cell-based, luminescence, uHTS (AID 1778); inhibition, % at 10 µM, or IC50 in µM where a hit was titrated; hit rate 0.091% among 290,000; KOR beta-arrestin recruitment, luminescence, antagonist mode; higher % means a stronger effect; Kappa-type opioid receptor (Homo sapiens); in the data active means inhibition above about 50%; further: strong numbers were not always called active
# GPR55 LPI antagonism: GPR55 antagonists blocking LPI-driven arrestin recruitment, primary screen, imaging, U2OS, beta-arrestin-GFP, LPI agonist (AID 2013); hit rate 0.13% among 290,000; G-protein coupled receptor 55 (Homo sapiens); U2OS GPR55 beta-arrestin-GFP translocation imaging, LPI antagonism; higher % means a stronger effect; inhibition, % at 10 µM, or IC50 in µM where a hit was titrated;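 active means spots per cell inhibited over 60%, with over 100 cells counted and total cytoplasm intensity under 500,000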;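 further: U2OS cells stably carrying GPR55 and arrestin-GFP stimulated by 5 µM LPI near EC80; imaged beta-arrestin-GFP aggregate spots per cell after agonist stimulation; plate controls were LPI-stimulated DMSO wells for no effect and DMSO wells without LPI for full effect; some results filed as inactive read as strong as hits; confirmed hits need IC50 under 10 µM and bright autofluorescent wells are also inconclusive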
# HIV peptide binding: inhibitors of HIV fusion peptide binding, primary screen, biochemical, uHTS, fluorescence dequenching (AID 1986) | cell-free peptide binding, fluorescence dequenching, 30 min; higher % means a stronger effect | one-dose inhibition, % at 20 µM; IC50 in µM for titrated hits | hit rate 0.3% among 290,000; in the data active means inhibition mostly above about 52%, no sharp cut-off; inactive means mostly below about 76%; further: some results filed as inactive read as strong as hits
# Dengue-2 NS5 capping: Dengue-2 NS5 methyltransferase inhibitors, primary screen, biochemical, confirmation dose response (AID 588689). Genome polyprotein (Dengue virus type 2 (strain 16681-PDK53)). Dengue-2 NS5 methyltransferase capping enzyme assay, biochemical; higher % means a stronger effect. inhibition, % at 25 µM; hits with a dose series show IC50 in µM. hit rate 0.3% among 340,000; in the data active means a potency from the dose series
# KOR beta-arrestin-2: KOR agonists, beta-arrestin recruitment, primary screen, cell-based, luminescence, uHTS (AID 1777) | Kappa-type opioid receptor (Homo sapiens) | KOR beta-arrestin recruitment, luminescence; higher % means a stronger effect | one-dose activation, % at 10 µM; EC50 in µM for titrated hits | hit rate 0.02% among 280,000; in the data active means activation above about 50%, passing the limit was not always enough; further: a part of the inactive calls stands beside numbers as strong as those of hits
# GPR35 antagonists: GPR35 antagonists blocking zaprinast-driven arrestin recruitment, primary screen, imaging, U2OS, beta-arrestin-GFP, zaprinast agonist (AID 2058) | inhibition, % at 10 µM; hits with a dose series show IC50 in µM | G-protein coupled receptor 35 (Homo sapiens) | U2OS GPR35 beta-arrestin-GFP translocation imaging, zaprinast antagonism; higher % means a stronger effect | hit rate 0.052% among 290,000;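 active means inhibition of at least 50% with at least 30 cells and total cytoplasm GFP at most 10,000,000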
# West Nile antiviral: West Nile virus antiviral activity, cell-based, CPE readout (AID 1621); hit rate 0.02% among 290,000; West Nile virus-infected cells, CPE inhibition; higher % means a stronger effect; CPE inhibition, % at 10 µM; hits with a dose series show IC50 in µM; in the data active means a potency from the dose series; further: strong numbers were not always called active
# Dengue-2 NS5 capping pilot replicate: also measured in Dengue-2 NS5 capping; calls as there; inhibition, %; measured here: pilot screen replicate inhibition
# The depositor's hits bear a star; . = not tested or not shown; [ ] = dose if it differs, or a comment. Some of the compounds tested (hit frequency here may not be typical).
SMILES,NOD1 NF-kB reporter,GPR55 activation,KOR beta-arrestin-1,GPR55 LPI antagonism,HIV peptide binding,Dengue-2 NS5 capping,KOR beta-arrestin-2,GPR35 antagonists,West Nile antiviral,others
O=C(CSc1nncc(=O)[nH]1)NC1CCCCC1,-21%,-0.2%,-23%,0%,1.5%,-2%,1.3%,5%,0.5%,
O=C(O)c1nnn(-c2cc(C(F)(F)F)cc(C(F)(F)F)c2)c1-c1ccccc1,7%,-0.2%,8%,0%,0.1%,2%,-6.4%,13%,0.5%,
O=C1CCc2cc(S(=O)(=O)NC(C(=O)NCc3cccnc3)c3ccccc3)ccc2N1 (stereo unspecified),-18%,0.2%,6%,2%,-2.0%,-5%,8.3%,15%,-0.7%,
COc1cccc(CC2(CO)CCCN(Cc3ccc(OC)c(C)c3OC)C2)c1 (stereo unspecified),-19%,-0.1%,-17%[20 µM],4%,-0.6%,-1%,-3.7%,2%,-0.7%,
CCCCOP(=O)(OCCCC)C1(NS(=O)(=O)c2ccccc2)C=CC(=O)c2ccccc21 (stereo unspecified),17%,-0.2%,18%,47%,0.1%,-2%,3.1%,-1%,-0.2%,
c1cncc(CSc2nnc3ccc(-c4cccs4)nn23)c1,2%,0.4%,-52%,4%,1.2%,-2%,3.4%,13%,-0.3%,
COc1ccc(CCCc2nc3ccccc3[nH]2)cc1,9%,-0.1%,7%,3%,0.0%,4%,-1.1%,-10%,0.0%,
Cc1cnc(NC(=O)c2sc(Nc3ccccc3)nc2N)o1,2%,-0.1%,-4%,18%,2.2%,.,-0.7%,-2%,0.4%,
COc1ccc(/C=C/C(=O)NCCSCc2ccco2)cc1OC,-8%,-0.1%,-6%,-4%,0.8%,-8%,5.4%,-2%,-0.1%,
O=c1c2ccccc2c(C=Nc2ccc(O)cc2)c(O)n1Cc1ccccc1,-3%,-0.2%,31%,13%,28%,-7%,-1.0%,20%,0.3%,
CC(=O)N(C)c1ccc(C(O)(C(F)(F)F)C(F)(F)F)cc1,-26%,0.1%,16%,2%,-1.7%,0%,-8.7%,-11%,0.1%,
CS(=O)(=O)N(CC(=O)N1CCCC1)c1cc(C(F)(F)F)ccc1Cl,-20%,0.2%,-36%[20 µM],-7%,-0.2%,-4%,.,-6%,-0.1%,

# The final 3 entries of the section before open the next one.
SMILES,NOD1 NF-kB reporter,GPR55 activation,KOR beta-arrestin-1,GPR55 LPI antagonism,HIV peptide binding,Dengue-2 NS5 capping,KOR beta-arrestin-2,GPR35 antagonists,West Nile antiviral,others
O=c1c2ccccc2c(C=Nc2ccc(O)cc2)c(O)n1Cc1ccccc1,-3%,-0.2%,31%,13%,28%,-7%,-1.0%,20%,0.3%,
CC(=O)N(C)c1ccc(C(O)(C(F)(F)F)C(F)(F)F)cc1,-26%,0.1%,16%,2%,-1.7%,0%,-8.7%,-11%,0.1%,
CS(=O)(=O)N(CC(=O)N1CCCC1)c1cc(C(F)(F)F)ccc1Cl,-20%,0.2%,-36%[20 µM],-7%,-0.2%,-4%,.,-6%,-0.1%,
CCC1(C)Cc2c(sc3c2c(=O)n(C)c2nnc(SCCc4ccccc4)n32)CO1 (stereo unspecified),3%,-0.2%,-20%,-6%,-1.5%,-5%,-7.3%,13%,-0.1%,
O=C(OCC1CCNCC1)c1ccc2c(c1)OCO2,-4%,-0.1%,-14%[20 µM],18%,2.5%,-4%,-0.8%,6%,-0.7%,Dengue-2 NS5 capping pilot replicate=1.2
CCOC(=O)C1(Cc2ccccc2C(F)(F)F)CCN(CCCn2cccn2)CC1,-23%,-0.1%,32%[20 µM],15%,1.6%,-8%,.,2%,-1.1%,
Cc1c(Cc2ccccc2)c(=O)oc2cc(OCC(N)=O)ccc12,3%,-0.5%,-61%,8%,0.4%,1%,-1.2%,-3%,0.4%,
N#C/C(=C\c1ccc(F)c(F)c1)C(=O)NC1CCCCC1,12%,0.2%,10%,14%,1.6%,-7%,-5.0%,16%,-0.6%,
COC(=O)c1ccc(NS(=O)(=O)c2ccccc2)o1,-12%,-0.3%,-1%,4%,15%,-7%,-1.6%,-12%,0.8%,
O=C(c1ccccc1NS(=O)(=O)c1cccs1)N1CCOCC1,-10%,0.2%,-36%,15%,0.2%,-8%,-4.4%,-3%,0.5%,
COc1ccc(OC)c(/C=N/NC(=O)c2c(C)nc3ccc(C)cn23)c1,6%,0.0%,-27%,-2%,-1.3%,-7%,5.1%,-1%,-0.1%,
CC(C)(C)c1ccc(OCC(=O)N(Cc2cccs2)C2CCS(=O)(=O)C2)cc1 (stereo unspecified),-6%,0.5%,-42%[20 µM],3%,2.0%,3%,1.4%,2%,-1.6%,
CC1=C(C)C(=O)N(c2ccc(C(=O)O)cc2)C1=O,0%,-0.3%,-22%,-10%,28%,2%,-3.7%,9%,-0.4%,
CCOC(=O)C1=C(C(F)(F)F)Nc2ncnn2C1c1ccc(OC)c(OC)c1OC (stereo unspecified),-17%,1.2%,-20%,5%,-0.1%,-3%,0.5%,5%,-0.6%,
CCCC1Cc2c(sc(NC(=S)NC(=O)c3ccccc3)c2C#N)CO1 (stereo unspecified),-1%,-0.3%,-7%,-6%,5.3%,.,0.4%,8%,0.1%,
Cc1c(Cl)cccc1NC(=O)CC1NCCNC1=O (stereo unspecified),-2%,-0.2%,-1%,10%,1.3%,-1%,5.1%,9%,-0.1%,
CCn1c(=O)[nH]c2cc(C(=O)Nc3cc(C)cc(C)c3)ccc2c1=O,-11%,0.5%,-39%[20 µM],-3%,-0.8%,-1%,-4.6%,21%,0.2%,
CC(C)N(CC#CCC1(O)c2ccccc2-c2ccccc21)CCO,-28%,0.1%,-10%,-4%,-1.2%,-3%,-3.3%,24%,-0.2%,
O=C(CSc1nc2c(c(=O)n1-c1ccc(Cl)cc1)SCC2)N1CCOCC1,-29%,-0.1%,-23%,4%,-0.5%,-2%,-2.8%,-3%,0.0%,
O=C(Cc1ccccc1)Nc1c(C(=O)N2CCCCCC2)cnn1-c1ccccc1,-34%,0.0%,7%,5%,1.6%,5%,-3.2%,-7%,1.5%,
COc1cccc(CNC(=O)CN(c2ccc(C(C)C)cc2)S(=O)(=O)c2c(C)noc2C)c1,-11%,-0.2%,-42%,-28%,2.1%,-4%,3.0%,-5%,-0.1%,
Cc1ccc(S(=O)(=O)N2CCCCC2C(=O)N2CCN(C)CC2)cc1 (stereo unspecified),5%,0.2%,8%,7%,2.3%,-3%,5.6%,4%,-0.1%,
COc1ccc(N2CCN(C(c3nnnn3CCc3ccccc3)C(C)C)CC2)cc1 (stereo unspecified),-10%,-0.2%,18%,-4%,-2.0%,-1%,-1.5%,4%,-0.6%,
Cc1ccc[n+](C2C(c3ccc([N+](=O)[O-])cc3)C(C#N)=C([S-])NC2(O)C2CC2)c1 (stereo unspecified),-27%,-0.7%,23%,-2%,-2.9%,0%,4.5%,-15%,-0.5%,
COc1ccc(C)cc1S(=O)(=O)N(CC(=O)Nc1cccc([N+](=O)[O-])c1)c1ccccc1,-9%,0.3%,-2%,12%,-1.5%,-2%,8.0%,-2%,-0.5%,
CSC1=NSC2=NC(=O)/C(=C\c3coc4ccccc4c3=O)C(=N)N12,-22%,-0.4%,31%,7%,44%,-7%,1.6%,-7%,0.8%,
Cc1cc(NC(=O)c2cc(-c3cccs3)nc3ccccc23)no1,2%,-0.3%,2%,-1%,2.0%,-5%,5.1%,-10%,0.7%,
COc1ccc(OC)c(-n2c(=S)[nH]c3cc(C(=O)N4CCC(C(N)=O)CC4)ccc3c2=O)c1,0%,0.1%,24%,2%,-0.3%,-2%,1.2%,-7%,0.9%,
COc1cc(-c2cc(C(=O)Nc3ccc(S(N)(=O)=O)cc3)c3ccccc3n2)cc(OC)c1OC,-7%,0.3%,-4%,2%,17%,-2%,0.2%,9%,0.7%,
CCC(C)NC(=O)c1ccc(CS(=O)(=O)c2ccc(OC)cc2)o1 (stereo unspecified),-14%,0.2%,-26%,7%,1.0%,1%,-2.1%,3%,0.0%,
CCOc1cc(Cl)c(NC(=O)c2ccco2)cc1OCC,-21%,0.3%,-53%,5%,-1.3%,-4%,0.0%,9%,-0.5%,
Cn1c(=O)c2c(nc(CN3CCCCC3)n2CCc2ccccc2)n(C)c1=O,10%,-0.2%,-1%,8%,3.3%,0%,9.6%,8%,-0.1%,
CCC(Cc1ccccc1)NC(=O)Cn1ncc2ccsc2c1=O (stereo unspecified),-31%,-0.4%,-11%,-5%,0.5%,1%,-8.4%,2%,-0.4%,
Cc1nn(C)c(C)c1CNC(=O)c1cnn2c1NC(c1ccccc1)CC2C(F)(F)F (stereo unspecified),10%,-0.1%,-13%,6%,0.2%,1%,4.9%,9%,0.9%,
Cc1cc(C)c2cc(C#N)c(SCC(=O)NCC3CCCO3)nc2c1 (stereo unspecified),-4%,0.2%,17%,-10%,1.1%,-6%,-2.9%,-4%,-0.2%,
O=C1C2C3C=CC(C3)C2C(=O)N1/N=C/c1ccc(-c2ccccc2[N+](=O)[O-])o1 (stereo unspecified),-34%,0.2%,.,3%,12%,-4%,0.7%,-9%,0.1%,
CSc1nccc(Nc2ccccc2)c1C#N,1%,-0.2%,1%,-6%,1.9%,3%,4.6%,-24%,0.0%,
O=c1oc2ccccc2n1CCCOc1ccccc1,-35%,-0.3%,6%,1%,-1.9%,-4%,-2.4%,12%,-0.1%,
CCc1ccc(CNc2ccc(N3CCN(C(C)=O)CC3)cc2)cc1,6%,-0.1%,39%,-2%,-5.1%,4%,-0.1%,-1%,-0.6%,
CCOC(=O)N1CCC(NC(=O)c2ccc(CO)c(C(=O)NC3CCN(C(=O)OCC)CC3)c2)CC1,-32%,-0.1%,-9%,9%,1.9%,-6%,-2.5%,6%,0.6%,
O=C(NCC1CCN(Cc2ccccc2F)CC1)C1CCCN(c2ncnc3c2nc2n3CCCCC2)C1 (stereo unspecified),36%,-0.1%,-51%,-5%,0.0%,-8%,7.5%,-7%,0.1%,
CCOc1ccc(NCc2ccccc2OCc2cccc(F)c2)cc1,-19%,-0.2%,13%,-10%,0.4%,-3%,-0.8%,5%,-1.0%,
O=C(CC1CCCCC1)N1CCCC(c2nc(-c3ccc(S(=O)(=O)N4CCCC4)cc3)no2)C1 (stereo unspecified),14%,-0.1%,-19%,-3%,3.6%,1%,6.2%,0%,-0.7%,
CCN(CC)S(=O)(=O)c1csc(C(=O)OCC(=O)c2ccccc2)c1,-14%,-0.3%,21%,7%,0.5%,-1%,-1.9%,-9%,0.5%,Dengue-2 NS5 capping pilot replicate=0.9
